# Screening results: PubChem, Broad Institute
# ARNT TACC3 PPI: ARNT/TACC3 interaction disruption; Q9Y6A5; AlphaScreen His-ARNT PAS-B/GST-TACC3 binding, luminescence; TACC3 fragment carries E629A point mutation; inhibition, % at 9.99 µM; hit rate 0.66% among 390,000;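 active means mean inhibition of replicates at least 50% and at least half of replicates each reaching 50%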;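 further: 0% = complete ARNT plus TACC3 wells and 100% = ARNT alone without TACC3; many hits fall short of the cut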
# * = called active by the depositor.
SMILES,ARNT TACC3 PPI
COC(=O)c1cn(CC(=O)NC2CCCCCC2)c2ccccc12,-8
O=C(CCn1nnc2ccccc21)Nc1nnc(Cc2ccccc2)s1,5
CCOC(=O)C1=C(C)NC(=O)C1(NC(=O)c1cccnc1)C(F)(F)F (stereo unspecified),6
Nc1[nH]n2c(=O)cc(-c3ccccc3)nc2c1N=Nc1ccccc1,3
C1=C(c2ccccc2)Nc2nnnn2C1c1cccs1 (stereo unspecified),-5
C=CCc1ccc(OCCOCCOc2ccccc2[N+](=O)[O-])c(OC)c1,2
O=S(=O)(c1ccc(S(=O)(=O)N(Cc2cccs2)CC2CCCO2)cc1)N1CCCCC1 (stereo unspecified),-35
COC(=O)CSc1ccc2c(N)c(C(=O)OC)sc2c1,0
Nc1nonc1-c1nc2ccccc2n1Cc1ccc(Cl)cc1,-4
CC(C)CC(=O)Nc1ccc(C(=O)Cn2nc(C(=O)O)c3ccccc3c2=O)cc1,-4
FC(F)(F)c1nc2ccccc2n2c(-c3c(Cl)cccc3Cl)nnc12,1
CCOc1ccc(NC2=NCCC(=O)N2Cc2cccs2)cc1,6
COc1cc(Cl)ccc1NC(=O)COc1ccccc1C(=O)N1CCN(c2ccc(O)cc2)CC1,9
CC(C)OC(=O)CSc1nc(-c2ccc(F)cc2)cc(C(F)(F)F)n1,13
O=c1[nH][nH]c(C(F)(F)F)c1C=NCc1ccc(Cl)cc1,-26
CC(=O)Nc1ccc(S(=O)(=O)N2CCCN(S(=O)(=O)c3ccc(C)cc3)CC2)cc1,1
COCCCNCC(=O)c1c(N)n(Cc2ccccc2)c(=O)n(C)c1=O,0
C[C@@H]1CC[C@]2(C(=O)O)CC[C@]3(C)C(=CCC4[C@]56CC[C@@](O)(OC5)C(C)(C)C6CC[C@]43C)C2[C@H]1C (stereo partly specified),-7
CC(=O)OCc1cc(=O)n(C)c(=O)n1C,-5
CN(Cc1ccccc1)C(=O)c1[nH]cnc1C(=O)N[C@@H](Cc1ccccc1)C(=O)OCc1ccccc1,-6
O=C(c1cccc(Cl)c1Cl)N1CCN(c2ccccn2)CC1,-1
COc1cc2c(cc1OC)CN(C(=O)c1cc(=O)c3ccccc3o1)CC2,-6
CCOC(=O)c1cccc(NC(=O)CCn2cccc2)c1,7
O=C(NCc1ccccn1)c1ccc(Cn2cc(Br)cn2)o1,1

# Gathered by group, the entries above containing a Cl atom.
SMILES,ARNT TACC3 PPI
Nc1nonc1-c1nc2ccccc2n1Cc1ccc(Cl)cc1,-4
FC(F)(F)c1nc2ccccc2n2c(-c3c(Cl)cccc3Cl)nnc12,1
COc1cc(Cl)ccc1NC(=O)COc1ccccc1C(=O)N1CCN(c2ccc(O)cc2)CC1,9
O=c1[nH][nH]c(C(F)(F)F)c1C=NCc1ccc(Cl)cc1,-26
O=C(c1cccc(Cl)c1Cl)N1CCN(c2ccccn2)CC1,-1

# Further results
SMILES,ARNT TACC3 PPI
CCCCCOc1ccccc1C(=O)NCCC(=O)O,-12
CCC(c1nnnn1Cc1ccccc1)N1CCN(C(=O)c2ccco2)CC1 (stereo unspecified),-3
CCOC(=O)Cc1csc(NC(=O)NC2(C(F)(F)F)Oc3ccc(Cl)cc3O2)n1 (stereo unspecified),2
COc1ccc2c(Cl)c(-c3nnc4n3CCCCC4)sc2c1,-4
Nc1cc(=O)[nH]c(SC/C=C/c2ccccc2)n1,-12
COC(=O)C1OC2(OC1C(=O)OC)c1ccccc1-c1ccccc12 (stereo unspecified),-7
COc1ccc(CNc2oc(Cc3cccc4ccccc34)nc2C#N)cc1,1
CCOC(=O)CCCNC(=O)COC(=O)c1cccc(C)c1O,-1
CC(=NC1CCCCC1)C1=C(O)c2ccccc2C1=O,3
OCCN1CCN(c2nc(NCc3ccco3)c3ccccc3n2)CC1,-3
CN1CCN(CC(=O)N(C)c2nc(-c3ccccc3)cs2)CC1,-5
COc1ccc(CC(=O)Nc2ccc(-c3cn4ccccc4n3)cc2)cc1,-1

# An excerpt from above in order of the ARNT TACC3 PPI value, highest first:
smiles	ARNT TACC3 PPI
CC(C)OC(=O)CSc1nc(-c2ccc(F)cc2)cc(C(F)(F)F)n1	13
CCC(c1nnnn1Cc1ccccc1)N1CCN(C(=O)c2ccco2)CC1 (stereo unspecified)	-3
Nc1cc(=O)[nH]c(SC/C=C/c2ccccc2)n1	-12

# (continued)
SMILES,ARNT TACC3 PPI
CC(C)C[C@H](NC(=O)NCCc1ccc(Cl)cc1)C(=O)O,-9
O=C(Oc1ccc(-c2ccccc2)cc1)N1CCCCC1,-4
O=C(NC1CCCC1)c1ccc(S(=O)(=O)N2CCCC2)cc1,-11
CCCS(=O)(=O)N1CCCC(C(=O)NCCc2ccc(OC)c(OC)c2)C1 (stereo unspecified),-2
O=C1CC(Cc2ccccc2)C(=O)N1CCc1ccc2c(c1)OCO2 (stereo unspecified),-8
CC1CCC(C(C)C)C(OCC(O)CN2CCN(Cc3ccccc3)CC2)C1 (stereo unspecified),-7
CC(C)(C)NC(=O)C(c1ccco1)N(Cc1ccc2c(c1)OCO2)C(=O)Cn1nnc2ccccc21 (stereo unspecified),-14
COc1ccc(N(Cc2cc3cc(OC)ccc3[nH]c2=O)C(=O)C2CCCO2)cc1 (stereo unspecified),-4
CN1CC2=Cc3ccccc3OC23Oc2ccccc2C=C3C1,13
CS(=O)(=O)N(CC(=O)NCc1ccccc1)C1CCCCC1,-6
CC12CC(c3ccccc3O1)C(C(=O)NCc1ccccc1)C(=O)N2 (stereo unspecified),-8
O=C(Nc1ccccc1C(=O)O)c1ncn[nH]1,29
COc1cccc(NC(=O)c2ccc3snnc3c2)c1,8
CCOc1ccc(NCc2nnc(SCc3ccccc3Cl)n2-c2ccccc2)cc1,13
N#Cc1c(N2CCN(C(=O)c3ccccc3)CC2)nc(-c2ccccc2)c2c1CCCC2,-12
O=C1c2ccccc2C(=O)c2c1ccc(C(=O)N1CCCCC1)c2NCCO,1
CCOC(=O)C1=C(c2ccccc2)NC(=O)NC1c1ccc(OCC#N)c(OC)c1 (stereo unspecified),11
Cc1ccc(C(=O)NC(NC(=O)c2ccc(C)cc2)C(Cl)Cl)cc1,-9
Nc1nc(N2CCOCC2)nc2ccccc12,-6
CCOCCCn1c(=S)[nH]c2cc3c(cc2c1=O)OCO3,-4
CC(Sc1ncc(C#N)c(N)n1)C(=O)Nc1ccccc1 (stereo unspecified),-1
O=C(NC(Cc1c[nH]c2ccccc12)c1nnc2n1CCCCC2)c1ccccc1Cl (stereo unspecified),-8
O=C(Cc1ccccc1)N/N=C/c1cc(Br)c(Br)o1,4
Cc1c(N=Cc2ccco2)c(=O)n(-c2ccccc2)n1C,-7
Cc1ccc(OCc2nc(C#N)c(N3CCCC3)o2)cc1,26
O=C(CSc1ccc(Cl)cc1Cl)N1CCC(c2nc3ccccc3s2)CC1,0
CCOC(=O)c1c(NC(=O)c2cccs2)sc(C)c1C,-7
Nc1ncnc2nc(N3CCN(C(=O)c4ccccc4)CC3)[nH]c12,-9
CN1CCN(C(=O)c2ccc(OCCOc3ccccc3)cc2)CC1,-2
Cc1ccc(-c2ccc(=O)n(CC(=O)NCCCN3CCCCC3C)n2)cc1 (stereo unspecified),-2
CN(C)C(=O)COc1ccc2cc(-c3ccccc3)c(=O)oc2c1,5
CC(=O)Nc1cccc(-c2csc(Nc3ccccn3)n2)c1,2
COCCCn1c(C)nnc1SCC(=O)NCc1ccco1,-3
Cc1cccc(NCCNc2cccc(C)c2)c1,14
CCCCS(=O)CC(O)COc1ccc(C(C)(C)C)cc1 (stereo unspecified),1
CC(C)c1nnc(NC(=O)CCCC(=O)O)s1,-5
CCc1ccc(S(=O)(=O)NCc2cn3ccccc3n2)s1,-3
CN1CCN(c2nc3ccccn3c(=O)c2C=O)CC1,-4
Nc1c(C(=O)NCc2ccccc2)c2nc3ccccc3nc2n1-c1ccc2c(c1)OCO2,-1
N#Cc1c(N)oc(-c2ccc3c(c2)OCO3)c1-c1ccc2c(c1)OCO2,-21
Cn1c(=O)c2c(nc(SCc3nn[nH]n3)n2Cc2ccccc2F)n(C)c1=O,9
Cc1ccc(C(=O)Nc2cc3c(cc2Cl)OCCCO3)cc1,-8
COc1ccc(C(c2nnnn2CC2CCCO2)N2CCN(c3ccccc3)CC2)cc1 (stereo unspecified),19
O=C(c1ccccc1F)N1CCN(c2ccccc2)CC1,5
Cc1nc(NC(=O)/C=C/c2ccccc2)sc1C(=O)Nc1ccccc1Cl,-3
N#Cc1c(NC(=O)CSc2n[nH]c(N)n2)oc(-c2ccccc2)c1-c1ccccc1,-20
O=C(COc1ncnc2scc(-c3ccc(Cl)cc3)c12)NCc1ccco1,1
O=C(Nc1ccc(Cl)cn1)Nc1cccs1,-6
CN(CC(=O)Nc1cccc(F)c1)C(=O)c1cc2c(s1)CCCCC2,0
Cc1c(C(=O)O)sc(=S)n1-c1ccc(Cl)cc1,4
COc1ccc(C(c2nnnn2C2CCCCC2)N2CCN(c3ccccc3F)CC2)cc1 (stereo unspecified),-5
CCCC(c1nnnn1CS(=O)(=O)c1ccc(C)cc1)N1CCN(c2ccccc2)CC1 (stereo unspecified),-2
CCOC(=O)/C(C#N)=C\C1=C(N2CCCC2)CC(C)(CC)OC1 (stereo unspecified),-4
Cc1cccc(NC2=NC3(CCCCC3)N=C(N)N2)c1,-1
CCOC(=O)N1CCN(c2ccc(C(=O)c3cccc(F)c3)cc2)CC1,-18
CC(C)(C)NS(=O)(=O)c1cnc(Cl)c(Cl)c1,-9
Cc1ccc(CNC(=O)C2CCN(S(=O)(=O)c3cccs3)CC2)o1,4
CC1(C)Cc2c(sc3ncnc(N)c23)CO1,2
CC(C)COc1ccc(/C(O)=C2/C(=O)C(=O)N(CCN(C)C)C2c2ccncc2)cc1 (stereo unspecified),-2
Cc1ccc(S(=O)(=O)Nc2ccc(NC(=O)CN3CCCCC3)cc2)cc1,0

# Arranged by length of the SMILES (falling): part of the list above
SMILES,ARNT TACC3 PPI
CCCC(c1nnnn1CS(=O)(=O)c1ccc(C)cc1)N1CCN(c2ccccc2)CC1 (stereo unspecified),-2
Cc1ccc(S(=O)(=O)Nc2ccc(NC(=O)CN3CCCCC3)cc2)cc1,0
CN(CC(=O)Nc1cccc(F)c1)C(=O)c1cc2c(s1)CCCCC2,0
CC(C)(C)NS(=O)(=O)c1cnc(Cl)c(Cl)c1,-9

# Other compounds follow:
SMILES,ARNT TACC3 PPI
Cc1ccccc1CNC(=O)c1ccccc1C,-4
O=c1[nH]c(=O)n(Cc2ccco2)c2c1C(C(F)(F)F)(C(F)(F)F)N=C(C1CCCCC1)N2,4
c1ccc(-n2ncc(-c3nn[nH]n3)n2)cc1,-16
Cc1ccccc1NCc1ccccc1O,10
CCOC(=O)c1c(C)[nH]c(C)c1C(=O)CSc1nc(N)cc(N)n1,-3
Nc1[nH]c(=S)[nH]c(=O)c1-c1ccccc1,-9
CCSc1nc2c(c(=O)n(C)c(=O)n2C)n1Cc1ccc(Cl)cc1,-11
O=C1c2ccccc2C(=O)N1CCc1nn[nH]n1,-15
CC1(C)Cc2c(sc(/N=C/N3CCOCC3)c2C#N)C(C)(C)N1,2
O=C(CSc1nc2ncc(Br)cc2[nH]1)Nc1ccc2c(c1)OCO2,2
N#CC(c1ccccc1)c1ccc(C(=O)c2ccc(F)cc2)cc1 (stereo unspecified),9
Cc1cccc(Cn2c(N3CCc4ccccc4C3)nc3c2c(=O)[nH]c(=O)n3C)c1,-4
Cc1ccc(C(=O)Cn2nnc(-c3ccccc3-n3cnnn3)n2)cc1,-9
COc1ccc(CSc2nnnn2-c2ccccc2)cc1,9
O=C(Cc1ccc(-n2cccc2)cc1)NC1CCCCC1,-4
Cc1cc(=O)oc2cc(OC(C)C(=O)Nc3ccc(N4CCOCC4)cc3)ccc12 (stereo unspecified),-9
Cc1cc(C)c2nc(C(F)(F)F)nc(NCCCN3CCOCC3)c2c1,0
O=C(CC1C(=O)NC2CCCCC2N1C(=O)c1ccc(F)cc1)Nc1ccccc1 (stereo unspecified),-9
COc1ccc(S(=O)(=O)N2CCCCCC2)cc1C(=O)OCc1c(C)noc1C,-8
Cc1cccc(Cn2c(=O)oc3ccc(C)cc32)c1,-5
O=C(NCC12CC3CC(C1)CC(CNC(=O)N1CCCC1)(C3)C2)N1CCCC1,-1
CCOC(=O)C1=C(C)N=C2SC(CC)C(=O)N2C1c1cccc(F)c1 (stereo unspecified),-3
O=C(Nc1cc2c(cc1Cl)OCCCO2)c1ccccc1,-5
CCOc1ccc(S(=O)(=O)Nc2ccccc2C(=O)Nc2ccccc2N2CCOCC2)cc1,6

# As entered above:
# Entry of `Cc1ccc(C(=O)Cn2nnc(-c3ccccc3-n3cnnn3)n2)cc1` under ARNT TACC3 PPI: -9
# Entry of `Cc1cc(C)c2nc(C(F)(F)F)nc(NCCCN3CCOCC3)c2c1` under ARNT TACC3 PPI: 0
# Entry of `O=C(NCC12CC3CC(C1)CC(CNC(=O)N1CCCC1)(C3)C2)N1CCCC1` under ARNT TACC3 PPI: -1

# Other records
SMILES,ARNT TACC3 PPI
CC(C)NC(=O)C1CCN(Cc2cnn(-c3ccccc3)c2-n2cccc2)CC1,1
COc1ccc(CNC(=O)Nc2ccc(C)cc2)cc1,-6
CN1CCN(S(=O)(=O)c2ccc(C(=O)Nc3ccccc3)cc2)CC1,-13
Cn1c(N2CCOCC2)nc2c1c(=O)n(Cc1ccc(Cl)cc1)c(=O)n2C,-7
N#Cc1cnc(SCC(=O)c2ccccc2)nc1N,1
C/C(=N/NC(=O)c1ccc(Cl)cc1Cl)c1cccnc1,4
CC(NC(=O)COC(=O)Cc1ccsc1)C1CC2CCC1C2 (stereo unspecified),-7
CCOC(=O)c1[nH]c(C)c(/C(O)=C2\C(=O)C(=O)N(CCN(C)C)C2c2ccc(C)o2)c1C (stereo unspecified),3
Cc1ccc(NC(=O)c2ccccc2OCC(=O)c2ccccc2)cc1,0
O=C(CCN1C(=O)C2CC=C(Cl)CC2C1=O)NC1CCCCC1 (stereo unspecified),-2

# These rows are one share of the data; rates above refer to the full screens.
